GPT2 inhibitor – inhibitors of human GPT2 alanine aminotransferase. Q8TD30. Recombinant GPT2, coupled pyruvate oxidase/HRP Amplex Red fluorescence. Potency, µM (titrated, usually from 57.7 µM), for the others: at the top dose activity change, negative = inhibition, usual class: inhibitors. 0.25% of 100,000 active; note: potency is the fitted concentration of half-maximal effect; nearly all actives have a fitted effect of over 60% in size; many of its hits are not listed in these tables
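Fluorescence of coupled pyruvate oxidase/HRP/Amplex Red system (50uM Amplex, 30 min, dark) reports pyruvate formed by GPT2. Enzyme reaction: 10ng/uL GPT2, 2mM L-alanine, 250uM a-KG, 30 min room temperature, pH 7.5; 50uM AOA control.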
SNCA expr inh – reduces expression of the alpha-synuclein gene; HEK-293 SNCA-luciferase knock-in, luminescence, 24 h; Potency, µM (titrated, usually from 57.2 µM), without a hit: at the highest dose activity change, negative = inhibition, hits mostly inhibitors; 0.17% of 140,000 active; AID 1671194;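 note: potency is the fitted concentration of half-maximal effect; plate controls were DMSO cells for no effect and cell-free wells for full effect; nearly all actives have a fitted effect of over 45% in size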
HEK293 viab – reduces viability of HEK-293 SNCA reporter cells | 0.12% of 150,000 active | HEK-293-SNCA-luc viability, GF-AFC fluorescence, 24 h | Potency, µM (doses to about 57.1 µM), without a hit: top-dose activity change, negative = cytotoxicity, most hits filed as cytotoxic | AID 1671193;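 note: potency is the fitted concentration of half-maximal effect; 0% = DMSO-treated cells and -100% = medium-only wells without cells; nearly all actives have a fitted effect of over 30% in size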
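HEK-293-SNCA-luc cells (1500/well) plated 24 h, then exposed 24 h to a dilution series; GF-AFC added 30 min at 37C, fluorescence 405/540 nm; normalised to medium-only and DMSO wells, Hill fit.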
IP6K1 inhibitor – IP6K1 kinase inhibition; activity change, % (series mostly up to about 58 µM); IP6K1 kinase, ADP-Glo luminescence, 2 h; hits give low values; 0.81% of 140,000 active; AID 1645851; Q92551; in the data active = activity change below about -25%
Target sequence (Q92551 whole entry, looked up): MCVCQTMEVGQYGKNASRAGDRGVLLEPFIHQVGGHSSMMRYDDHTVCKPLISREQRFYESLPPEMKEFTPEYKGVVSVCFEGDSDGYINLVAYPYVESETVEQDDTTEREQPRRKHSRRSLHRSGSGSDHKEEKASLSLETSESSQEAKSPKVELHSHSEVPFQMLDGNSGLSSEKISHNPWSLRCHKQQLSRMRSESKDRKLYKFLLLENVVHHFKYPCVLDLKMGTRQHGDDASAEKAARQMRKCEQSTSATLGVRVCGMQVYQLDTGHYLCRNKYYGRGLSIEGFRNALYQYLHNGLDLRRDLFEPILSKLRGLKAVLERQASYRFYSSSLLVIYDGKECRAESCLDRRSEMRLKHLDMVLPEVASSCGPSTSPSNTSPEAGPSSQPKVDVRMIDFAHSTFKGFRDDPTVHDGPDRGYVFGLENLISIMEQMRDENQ
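ADP-Glo luminescence measures ADP made by human IP6K1 during a 2 h RT reaction with ATP/IP6 (mix at 1.3 mM/130 uM); top library doses 57.5 and 19.1 uM final.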
HEK293 tox – HEK 293 cell cytotoxicity; 6.6% of 94,000 active; HEK 293 viability, ATP luminescence (CellTiter-Glo), 48-72 h; Potency, µM (titrated, usually from 115 µM), for the others: top-dose activity change, negative = cytotoxicity, hits mostly inhibitors; note: potency is the fitted concentration of half-maximal effect; nearly all actives have a fitted effect of over 60% in size
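HEK 293 cells seeded at 250 cells/well were exposed to compound for 48 or 72 hr at 37 degree Celsius. Viability taken as ATP content by CellTiter-Glo luminescence.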
NIH3T3 tox – kills NIH 3T3 cells | 4.3% of 94,000 active | Potency, µM (doses to about 96.7 µM), without a hit: top-dose activity change, negative = cytotoxicity, hits mostly inhibitors | AID 1345082 | NIH 3T3 viability, CellTiter-Glo ATP luminescence, 48-72 h; note: potency is the fitted concentration of half-maximal effect; nearly all actives have a fitted effect of over 55% in size
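Cytotoxicity is measured as loss of cellular ATP: NIH 3T3 cells (400/well) are exposed to compound for 48 or 72 hr at 37 °C, then CellTiter-Glo luminescence is imaged after 10 min at room temperature.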
FLuc inh – inhibitors of firefly (Photinus pyralis) luciferase; purified P. pyralis luciferase, luminescence, biochemical; Potency, µM (titrated, usually from 115 µM), for inactives: top-dose activity change, negative = inhibition, actives largely listed as inhibitors; 2.5% of 76,000 active; AID 1347043; note: potency is the fitted concentration of half-maximal effect; nearly all actives have a fitted effect of over 65% in size
Target sequence (P08659 whole entry, looked up): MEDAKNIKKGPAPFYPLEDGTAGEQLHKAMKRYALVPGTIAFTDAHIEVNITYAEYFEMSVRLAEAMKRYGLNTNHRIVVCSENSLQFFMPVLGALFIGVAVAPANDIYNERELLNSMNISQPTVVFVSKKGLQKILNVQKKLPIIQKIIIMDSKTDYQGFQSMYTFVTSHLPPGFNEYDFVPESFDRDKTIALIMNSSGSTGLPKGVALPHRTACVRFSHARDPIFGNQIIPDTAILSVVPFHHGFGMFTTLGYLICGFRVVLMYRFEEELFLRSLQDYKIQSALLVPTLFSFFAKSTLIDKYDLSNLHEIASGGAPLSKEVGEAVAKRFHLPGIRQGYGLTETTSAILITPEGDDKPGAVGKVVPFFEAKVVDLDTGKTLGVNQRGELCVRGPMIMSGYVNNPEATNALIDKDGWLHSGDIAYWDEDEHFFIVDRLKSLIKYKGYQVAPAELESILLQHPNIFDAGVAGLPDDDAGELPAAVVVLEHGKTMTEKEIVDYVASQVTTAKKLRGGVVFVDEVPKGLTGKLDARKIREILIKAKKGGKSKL
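FLuc 10nM, D-luciferin 10uM, ATP 10uM, Mg acetate 10mM, Tris acetate pH 7.5, Tween/BSA; cpd qHTS; enzyme added last; CCD luminescence.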
The depositor's hits bear a star; i = inactive; ? = inconclusive; · = no result given; [ ] = remark or other dose. Unless noted, calls come from the whole dose curve; as a rule, active = well fitted curve in the direction sought with a large enough effect; inconclusive = small, poorly fitted or top-dose-only effect, or another doubt; inactive = no such curve, though single readings can be large; an effect the other way counts as inactive or inconclusive. Unless noted, % is set by controls: 0 for no effect and ±100 for the full control effect.

SMILES	GPT2 inhibitor	SNCA expr inh	HEK293 viab	IP6K1 inhibitor	HEK293 tox	NIH3T3 tox	FLuc inh
COCCCNC(=O)c1nc2sccn2c1-c1cccc(C#N)c1	?	5%[87.6 µM]	1%[87.6 µM]	4	1%[172 µM]	-11%[138 µM]	·
CC(C)NC(=O)C[C@@H]1O[C@H](CNC(=O)NC(C)C)[C@@H](O)[C@H]1O	-8%[88.5 µM]	-13%[87.6 µM]	-2%[87.6 µM]	1	1%[172 µM]	i	7%[172 µM]
COc1ccc(CCNC(=O)CSc2cn(CCNC(=O)c3c(F)cccc3F)c3ccccc23)cc1OC	·	23%	3%	16	·	·	·
CNC(=O)[C@@H]1C[C@H](Oc2cccnc2)CN1C(=O)c1ccc(OC)nc1	i	2%	-22%	6	-25%	-6%	4%
Cc1nc2c(c(-c3ccc(O)cc3)n1)CN(C(=O)C1CC1)CC2	5%[88.5 µM]	17%[87.6 µM]	2%[87.6 µM]	6	-29%[172 µM]	-6%[138 µM]	4%[172 µM]
Cc1cc(C)c(NC(=O)c2cc(S(=O)(=O)N3CCC4(CC3)OCCO4)ccc2F)c(C)c1	·	15%	4%	-3	·	·	·
O=C(/C=C\c1ccc(O)cc1)N[C@@H](Cc1ccc(O)cc1)C(=O)O	1%[27.3 µM]	·	-11%	3	·	·	·
COc1cccc(NC(=O)c2ccc(N3CC4CC(C3)[C@H]3CCCC(=O)N3C4)nc2)c1 (stereo not given in full)	-10%	59%[activator]	4%	12	-2%	i	-16%
O=[S+]1([O-])NCC2(CCN(Cc3ccccc3C(F)(F)F)CC2)Nc2ccccc21	-7%	-29%	10%	10	?	i	1%
C[C@@H]1C[C@H]2O[C@@H]2/C=C\C=C\C(=O)Cc2c(Cl)c(O)cc(O)c2C(=O)O1	4%[17.1 µM]	·	-11%[12.5 µM]	-27*	·	·	·
Cn1cnnc1CC1CCN(S(=O)(=O)c2ccccc2)CC1	i	-18%	-7%	0	-13%	-12%	2%
O=c1c(NCc2cccs2)nccn1-c1ccccc1	·	39%[activator]	2%	-5	·	·	·
CCC(=O)N1CCc2cc(CNC(=O)Cc3ccc(OC)c(OC)c3)ccc21	·	?	-1%	14	·	·	·
O=C(NCCCN1CCCc2ccccc21)C1Cn2cccc2C(=O)N1Cc1ccccc1 (stereo not given)	-7%	-1%	0%	0	?	?	1%
CN(CCCN1c2ccccc2CCc2ccccc21)C(=O)C1CNCCO1 (stereo not given)	-9%	-15%	-8%	8	?	?	1%
Cc1ccc(S(=O)(=O)N2CCCC(CCC(=O)N3CCc4ccccc4C3)C2)cc1 (stereo not given)	3%	-7%	-3%	9	?	?	-3%
O=C(CSc1nc2c([nH]c3ccccc32)c(=O)n1-c1ccccc1F)Nc1cccc(C(F)(F)F)c1	·	?	-26%	-5	·	·	·
Cc1noc2c(NC3CCOCC3)cc(-c3cccc(C(F)(F)F)c3)nc12	3%[88.5 µM]	3%[87.6 µM]	-3%[87.6 µM]	-6	?	?	14%[172 µM]
COc1ccc(C)c2sc(N3CCN(C(=O)c4cccc(F)c4)CC3)nc12	·	-4%	4%	13	·	·	·
CC(C)c1noc(-c2cn(C3CCN(C(=O)c4cccc(N(C)C)c4)CC3)nn2)n1	i	15%	-2%	2	?	-18%	-14%
Cc1nc2c(s1)CCCC2NC(=O)c1ccc(CCC(C)(C)O)cc1 (stereo not given)	0%	7%	25%	-1	-6%	-12%	-11%
O=C(NCc1cccc(O)c1)Nc1nc(-c2ccncc2)cs1	i	·	6%	-9	·	·	·
Cc1c(Cl)cccc1Nc1nc(N)nc(CSc2nc3ccccc3s2)n1	·	5%	?	-16	·	·	·
O=C(OCc1ccccc1)N1CCC2(CC1)C(=O)NN=C2c1ccccn1	?	10%	-6%	13	?	?	-3%
O=C(O)CCC(=O)N1Cc2ccccc2CC2(CCCN2Cc2ccncc2)C1 (stereo not given)	i	4%	7%	-4	1%	i	·

Laid out differently: entries from further up
Structure: COc1cccc(NC(=O)c2ccc(N3CC4CC(C3)[C@H]3CCCC(=O)N3C4)nc2)c1 (stereo not given in full)
  GPT2 inhibitor: -10%
  SNCA expr inh: 59%[activator]
  HEK293 viab: 4%
  IP6K1 inhibitor: 12
  HEK293 tox: -2%
  NIH3T3 tox: i
  FLuc inh: -16%
Structure: O=[S+]1([O-])NCC2(CCN(Cc3ccccc3C(F)(F)F)CC2)Nc2ccccc21
  GPT2 inhibitor: -7%
  SNCA expr inh: -29%
  HEK293 viab: 10%
  IP6K1 inhibitor: 10
  HEK293 tox: ?
  NIH3T3 tox: i
  FLuc inh: 1%
Structure: C[C@@H]1C[C@H]2O[C@@H]2/C=C\C=C\C(=O)Cc2c(Cl)c(O)cc(O)c2C(=O)O1
  GPT2 inhibitor: 4%[17.1 µM]
  SNCA expr inh: ·
  HEK293 viab: -11%[12.5 µM]
  IP6K1 inhibitor: -27*
  HEK293 tox: ·
  NIH3T3 tox: ·
  FLuc inh: ·
Structure: Cn1cnnc1CC1CCN(S(=O)(=O)c2ccccc2)CC1
  GPT2 inhibitor: i
  SNCA expr inh: -18%
  HEK293 viab: -7%
  IP6K1 inhibitor: 0
  HEK293 tox: -13%
  NIH3T3 tox: -12%
  FLuc inh: 2%

(continued)
SMILES	GPT2 inhibitor	SNCA expr inh	HEK293 viab	IP6K1 inhibitor	HEK293 tox	NIH3T3 tox	FLuc inh
O=C1CC2CCN(Cc3coc(-c4ccccc4)n3)CC2CCN1 (stereo not given)	-10%	-27%	4%	-3	i	i	·
CN1[C@@H](CCC(=O)NCc2ccco2)CNC(=O)[C@@H]2[C@H]1CCN2Cc1cccs1	3%[88.5 µM]	1%[87.6 µM]	6%[87.6 µM]	-7	i	i	8%[172 µM]
O=C1CC2(CCN(S(=O)(=O)c3ccccc3)CC2)Oc2ccccc21	?	10%	7%	19	?	-21%	-1%
COCCNC(=O)[C@H]1C[C@H](Oc2ccccc2)CN1S(=O)(=O)c1c(C)noc1C	?	-8%	-11%	20	-17%	-5%	-3%
CCCCN1CCN(C(=O)c2cc3cn(C4CC4)cc3s2)CC1	i	-23%	3%	3	-23%	-10%	-8%
Cc1cc(C(=O)N2CCC3(CC2)C(=O)N(C)c2ccccc23)nn1C	i	7%	-2%	-13	-2%	-9%	-9%
COc1ccc(-c2noc(-c3ccc(NCC4CCCO4)c([N+](=O)[O-])c3)n2)cc1OC (stereo not given)	·	-12%	-3%	-1	·	·	·
O=C(Cc1ccccn1)N1CCCC(C(=O)N2CCC(N3CCOC3=O)CC2)C1 (stereo not given)	i	14%	-11%	15	-23%	2%	·
O=C(Nc1ccc(OCc2cc(=O)n3c4c(sc3n2)CCCC4)cc1)c1ccccc1	·	-10%	5%	-8	·	·	·
CCOc1ccc2c(n1)CCN(C(=O)c1cccc(C)c1)C2	i	-12%	-3%[12.5 µM]	-4	3%	-3%	0%
CCOc1cc(C2C(C(=O)OC)=C(C)NC3=C2C(=O)c2ccccc23)ccc1OC (stereo not given)	·	13%	?	-9	·	·	·
C=CCC(=O)N1CCCC1C(=O)Nc1ccc(-c2cccc(OC)c2)cc1 (stereo not given)	?	38%[activator]	-2%	-5	?	-6%	25µM*
COc1ccc(CNC(=O)CCS(=O)(=O)c2cc(Br)cc3c2N(C(C)=O)C(C)C3)cc1 (stereo not given)	·	8%	-7%	25	·	·	·
CCOc1ccc(NC(=O)CN2C(=O)COc3ccc(S(=O)(=O)Nc4ccccc4)cc32)cc1	·	-10%	?	8	·	·	·
CCOc1ccccc1CN1CCOCCNC(=O)[C@H]2CCCC[C@H]21	i	20%	5%	-9	?	-29%	5%
O=C(CN1CC2CC(C1)[C@H]1CCCC(=O)N1C2)NCc1ccco1 (stereo not given in full)	i	0%	1%	-1	-8%	1%	0%
COCCO[C@H]1C(=O)N(C2CCN(C(=O)COc3ccccc3)CC2)[C@H]1c1ccncc1	i	35%[activator]	-8%	31	-1%	-15%	-1%
O=C(C1CCC1)N1CCC(N2CC3CC(C2)[C@H]2CCCC(=O)N2C3)CC1 (stereo not given in full)	4%	-10%	?	-5	6%	i	5%
Cc1ccc(-c2cc3c(=O)n(CCNC(=O)c4cccnc4)ccn3n2)c(C)c1	i	93%[activator]	-3%	-7	?	?	8.9µM*
Cc1ccc(C(=O)N2CCCC(C(=O)N3CCCC(c4nc5ncccc5[nH]4)C3)C2)cc1 (stereo not given)	i	-7%	5%	17	-9%	-5%	·

Compound profiles (already shown). Values in the order: GPT2 inhibitor, SNCA expr inh, HEK293 viab, IP6K1 inhibitor, HEK293 tox, NIH3T3 tox, FLuc inh
`COc1ccc(CCNC(=O)CSc2cn(CCNC(=O)c3c(F)cccc3F)c3ccccc23)cc1OC` in the list: ·, 23%, 3%, 16, ·, ·, ·
`Cc1cc(C)c(NC(=O)c2cc(S(=O)(=O)N3CCC4(CC3)OCCO4)ccc2F)c(C)c1` in the list: ·, 15%, 4%, -3, ·, ·, ·
`Cc1cc(C(=O)N2CCC3(CC2)C(=O)N(C)c2ccccc23)nn1C` in the list: i, 7%, -2%, -13, -2%, -9%, -9%
`CCCCN1CCN(C(=O)c2cc3cn(C4CC4)cc3s2)CC1` in the list: i, -23%, 3%, 3, -23%, -10%, -8%
`O=C(NCc1cccc(O)c1)Nc1nc(-c2ccncc2)cs1` in the list: i, ·, 6%, -9, ·, ·, ·

Assay outcomes deposited in PubChem BioAssay by National Center for Advancing Translational Sciences (NCATS).

Not all compounds are listed (hit frequency here may not be typical).
